CASP6 VEID inh = inhibitors of human caspase-6. P55212. purified caspase-6, Z-VEID-R110 cleavage fluorescence. inhibition, % at 12.5 µM. 0.53% of 350,000 active;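 active = mean inhibition across replicates at least about 35%, with every replicate also reaching that limit, limit read from the data; inconclusive = only one of the two criteria met; inactive = neither criterion met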;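 note: 0% = median of neutral control wells and 100% = no fluorescence left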
Target sequence (P55212 24-179 limits assumed): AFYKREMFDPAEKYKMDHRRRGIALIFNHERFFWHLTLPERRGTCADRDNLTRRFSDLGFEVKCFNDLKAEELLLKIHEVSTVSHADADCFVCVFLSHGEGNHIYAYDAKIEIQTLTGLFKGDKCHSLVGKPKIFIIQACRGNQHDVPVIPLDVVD
Target sequence (P55212 194-293 limits assumed): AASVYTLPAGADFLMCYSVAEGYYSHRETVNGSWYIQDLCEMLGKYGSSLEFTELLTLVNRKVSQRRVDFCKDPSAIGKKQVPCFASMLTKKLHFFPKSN
RAD52 inh = RAD52 (human) annealing inhibition; P43351; recombinant RAD52 DNA annealing, FRET fluorescence; inhibition, % at 18.7 µM; 0.46% of 360,000 active; AID 651710;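 active = every replicate showing at least 50% inhibition; inconclusive = mean inhibition at least 50% but not in every replicate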
DENV2 CPE = DENV2-induced cell death inhibition | DENV2-infected cells, cytopathic effect rescue, plate reader | CPE inhibition, % at 9.99 µM | 1.7% of 350,000 active | AID 651640; in the data active = CPE inhibition above about 20%, passing the limit was not always enough; inconclusive = no clear call, values can overlap the other calls; tested in BHK-21 cells;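 note: 0% = median of neutral control wells and 100% = median of positive control wells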
CFTR F508del cor = correctors of CFTR F508del function in bronchial epithelial cells; CFBE cells, YFP halide quenching; stimulated with forskolin plus potentiator P3; % fluorescence drop versus neutral controls; 0.36% of 350,000 active; activity (quench increase), % at 7.58 µM;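 active = mean added fluorescence quench of at least 8% versus neutral control, with both replicates also reaching 8%; inconclusive = only one of the mean or replicate conditions met; inactive = mean below 8% and not both replicates reaching 8%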;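 note: cells transiently co-express mutant CFTR-F508del with the halide-sensitive YFP; corrector assay measuring rescue of mutant channel to the surface after 24 h compound exposure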
RAD54 inh = blocks human RAD54 Holliday junction branch migration. FAM/BHQ fluorescence. inhibition, % at 10.4 µM. 0.14% of 360,000 active. AID 602329;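 active = mean normalized replicate activity at least 40 and at least half of replicates scoring 40 or more; inconclusive = only one of the two criteria met; inactive = mean below 40 and under half of replicates reaching 40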;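 note: 0% = median of neutral control wells and 100% = median of positive control wells; inhibitors cause a drop in the FAM fluorescence signal; in these data hits start at about 50%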
Target sequence (Q92698 whole entry, looked up): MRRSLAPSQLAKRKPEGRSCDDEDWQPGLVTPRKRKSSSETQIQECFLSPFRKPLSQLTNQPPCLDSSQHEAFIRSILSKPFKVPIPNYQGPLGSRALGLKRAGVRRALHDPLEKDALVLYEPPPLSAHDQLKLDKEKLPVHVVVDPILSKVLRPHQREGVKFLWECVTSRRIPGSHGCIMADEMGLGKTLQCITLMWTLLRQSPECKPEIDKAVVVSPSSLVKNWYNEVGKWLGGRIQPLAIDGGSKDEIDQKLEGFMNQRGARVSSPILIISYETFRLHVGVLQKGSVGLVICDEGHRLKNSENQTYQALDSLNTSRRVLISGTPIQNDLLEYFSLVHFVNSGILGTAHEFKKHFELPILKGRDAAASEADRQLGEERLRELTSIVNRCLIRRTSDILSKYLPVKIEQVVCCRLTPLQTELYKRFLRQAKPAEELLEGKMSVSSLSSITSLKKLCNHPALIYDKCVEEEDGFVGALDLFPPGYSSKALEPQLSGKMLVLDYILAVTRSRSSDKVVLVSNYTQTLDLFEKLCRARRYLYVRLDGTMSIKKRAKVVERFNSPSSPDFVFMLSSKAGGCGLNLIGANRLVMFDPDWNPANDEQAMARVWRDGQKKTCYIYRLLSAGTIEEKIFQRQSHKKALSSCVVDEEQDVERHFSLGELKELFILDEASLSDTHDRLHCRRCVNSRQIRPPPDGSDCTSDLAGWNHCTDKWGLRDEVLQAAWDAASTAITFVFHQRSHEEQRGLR
E-sel inducer = E-selectin induction on HUVECs. P16581. HUVEC E-selectin immunofluorescence imaging; normalized: neutral wells 0, TNF-alpha wells 100. activation, % at 7.58 µM. 0.37% of 260,000 active;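 active = mean E-selectin-positive cell signal at least 10% of the positive control, reached in at least 60% of replicates, without over 20% cell loss; inconclusive = no rule given, readout overlaps actives, possibly toxicity-flagged; inactive = the rest, including those meeting only one limit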;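 note: in these data hits start at about 27%; measured in HUVEC primary endothelial cells; signal is the percent of cells scored E-selectin positive by PE staining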
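Test system: HUVEC; input: 3,000 HUVEC/well; measured by: immunofluorescence imaging; read-out: % PE-positive cells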
XiGFP reactiv = X-chromosome reactivation activator; 0.055% of 360,000 active; activation, % at 7.58 µM; XiGFP mouse fibroblasts, % GFP-positive cells imaging, 3 d; cells co-treated with 5-aza-dC sensitizer; scaled so ellipticine positive control = 100%; AID 743238;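 active = mean normalized replicate activation at least 10% and every replicate at or above 10%; inconclusive = only one of the two criteria met; inactive = mean below 10% and not all replicates reach 10%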;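 note: 0% = median of on-plate neutral control wells and 100% = ellipticine 6 µM median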
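Material: XiGFP fibroblasts, SV40-immortalized; Buffer or medium: DMEM containing 5-aza-dC; Compound dosing: single point; Times: 3 days compound exposure.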
GSIS activator = primary screen for activators of insulin secretion dependent on glucose, INS-1E cells, GLuc reporter luminescence; 0.61% of 370,000 active; AID 743287; INS-1E GLuc reporter insulin secretion, 2-3 h; activation, % at 16.6 µM;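 active = lowest replicate activation of at least 40%, so every replicate reaches that level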;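 note: 0% = median of neutral control wells and 100% = median of IBMX positive control wells; some compounds called inactive have numbers as strong as hits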
An asterisk follows results filed as active; ? = inconclusive; · = no result given.

Compound	CASP6 VEID inh	RAD52 inh	DENV2 CPE	CFTR F508del cor	RAD54 inh	E-sel inducer	XiGFP reactiv	GSIS activator
CN1c2ccc(C3=CCCCC3)cc2[C@@H]2[C@@H](CCN2C(=O)C2CCC2)[C@@H]1CO	-2	-4	16	-0.7	·	0.3	0.0	2
CC(=O)c1ccc(NS(=O)(=O)c2ccc([N+](=O)[O-])cc2)cc1	2	7	-4	-4.5	7	0.0	0.1	·
C[C@@H]1CN([C@H](C)CO)C(=O)c2cc(NS(=O)(=O)c3ccccc3)ccc2O[C@H]1CN(C)C(=O)Nc1ccc2c(c1)OCO2	0	19	-5	4.2	-14	-0.1	0.0	3
COc1cc(/C=C/C(=O)c2cccc([N+](=O)[O-])c2)cc(OC)c1OC	0	-13	10	·	·	-0.2	0.5	·
Cc1cc(NC(=O)COn2nnc3ccc(S(C)(=O)=O)cc32)ccc1Br	-4	-4	-2	-0.7	·	-6.2	0.2	-20
O=[N+]([O-])c1ccc(O)c(Nc2c([N+](=O)[O-])ccc3nonc23)c1	4	-15	1	0.8	·	·	0.0	-31
S=c1[nH]c2cnc(Cl)nc2[nH]1	-1	-19	-4	-0.1	-2	·	0.1	11
CC(C)CNC(=O)C1CCN(Cc2ccc(OCc3ccccc3)cc2)CC1	·	·	·	·	8	-0.2	0.7	-7
O=S(=O)(N[C@H]1CC[C@@H](CCn2cc(-c3cccc(F)c3)nn2)O[C@@H]1CO)c1ccc(F)cc1	0	5	3	2.1	-2	0.1	-0.3	-18
O=C(Nc1nccs1)[C@@H]1[C@@H](CO)[C@@H]2Cn3c(ccc(-c4ccncc4)c3=O)[C@@H]2N1CC1CCCC1	·	·	·	-0.8	·	-0.3	0.2	-12
CCn1c(=O)n(CC)c2cc(N3CCCC3)c(NC(=O)c3cccc(Cl)c3)cc21	-3	-15	5	1.3	13	·	0.2	1
CCNC(=O)Nc1ccc2c(c1)C(=O)N(C)[C@H]1CC[C@@H](CC(=O)N[C@@H](C)c3ccccc3)O[C@H]1CO2	4	5	-2	·	1	0.1	0.1	0
Cc1ccccc1Nc1nc(Cl)nc(NC(C)(C)C)n1	0	-9	3	2.2	-5	-0.3	-0.1	-5
Cc1ccc([C@H]2N[C@]3(CCCN(Cc4cccn4C)C3=O)[C@H]3C(=O)N(C)C(=O)[C@@H]23)cc1	3	-15	-1	-0.4	-13	-0.2	0.5	·
COc1ccccc1C(=O)NNC(=O)c1ccc(C)cc1	0	-8	-3	-0.9	-11	·	0.1	3
CCCNC(=O)Nc1ccc2c(c1)C(=O)N(C)[C@@H]1CC[C@H](CC(=O)NCC3CCCCC3)O[C@H]1CO2	0	-5	-5	-1.0	0	0.1	0.3	7
C[C@@H]1CN([C@H](C)CO)S(=O)(=O)c2ccc(C3=CCCCC3)cc2O[C@@H]1CN(C)C(=O)C1CC1	-1	-6	12	-4.7	1	-0.9	-0.9	-7
COc1ccc(NC(=O)Nc2ccc3c(c2)C(=O)N([C@@H](C)CO)C[C@H](C)[C@@H](CN(C)Cc2ccc4c(c2)OCO4)OCCCC[C@H](C)O3)cc1	2	20	-15	1.3	-3	-0.1	0.2	-34
COc1ccc(S(=O)(=O)N2CCC(C(=O)NCCCc3ccccc3)CC2)cc1	0	-14	13	-1.2	-10	·	0.2	-23
C[C@H]1CN=C(N(C)C)N1CCc1ccc(F)cc1	5	-6	1	-0.1	-2	-0.1	-0.1	33
O=C(CSc1nnc(-c2ccc(F)cc2)o1)N1CCCC1	-2	3	-5	-0.3	6	·	-0.1	5
O=C(COC(=O)COc1ccccc1F)Nc1ccc(Cl)cn1	-2	-6	4	-0.6	-3	1.0	-0.1	6
CN(C(=O)CSc1nnc(CN2CCCC2)n1Cc1ccccc1)c1ccccc1	-42	-1	-5	-1.7	-3	0.2	0.0	9
Cc1ccc(-c2nc(Nc3cccc(O)c3)c3ccccc3n2)cc1	5	-20	-2	1.0	14	·	0.0	10
N#Cc1ccc(-c2ccc([C@@H]3[C@@H](CO)N4C(=O)CN(C(=O)Cc5ccccc5)C[C@H]34)cc2)cc1	-1	-19	-1	-2.1	·	-0.1	-0.1	-9
O=C(NCc1cccc(F)c1)[C@@H]1[C@@H](CO)[C@@H]2Cn3c(cccc3=O)[C@H]1N2C(=O)c1cnccn1	-2	-12	82*	4.4	4	0.4	0.2	11
COCCCNc1nc2c(-c3cccc(C)c3)nnn2c2ccccc12	-2	-7	8	-1.0	-4	0.2	-0.3	·
COc1ccc(C(C)=O)cc1COC(=O)CNC(=O)c1ccc(Cl)cc1	0	4	2	-2.1	·	0.1	0.0	4
CC=Cc1ccc2n(c1=O)C[C@@H]1[C@@H](CO)[C@H](C(=O)Nc3ccc(-c4ccccc4)cc3)[C@H]2N1CC (mixture of isomers)	-1	12	7	-0.2	·	0.2	0.8	-19
Cc1ccc(S(=O)(=O)N2CCCCC2)cc1C(=O)N(CCc1ccccc1)Cc1ccccc1	1	-14	-8	4.1	-4	·	0.2	-4
CCOc1ccc(-c2cn3ccccc3n2)cc1[N+](=O)[O-]	-1	2	-4	-2.7	·	·	0.2	39
O=C(CN(C(=O)CNC(=O)c1cccs1)c1ccccc1F)NC1CCCC1	1	-19	-3	3.8	-2	·	0.0	0
Cc1cc(=O)n2nc(N3CCC(C(=O)Nc4cccc(Cl)c4C)CC3)sc2n1	2	-7	0	0.8	-9	·	0.1	32
COC(=O)N1CCCc2cc(C)ccc21	0	-9	?	-1.0	-5	-0.8	0.0	19
Cc1cc(C)n2ncc(C(=O)O)c2n1	1	-10	9	1.9	·	·	0.2	-4
C[C@H](NC(=O)c1cc2cc(Cl)ccc2n1C)C(=O)N1CCC[C@H]1C(=O)O	6	0	-2	-2.0	-11	·	·	·
Cc1ccc(C(=S)N2CCCCCC2)cc1	1	-7	14	1.0	-3	0.2	-0.1	·
O=[N+]([O-])c1ccc2nc(-c3ccccc3)oc2c1	-1	-8	5	4.2	-9	3.1	0.2	11
CN(CC(=O)NCCc1ccccc1)S(=O)(=O)c1ccccc1	-4	-5	0	1.4	·	2.5	0.1	2
O=C(COC(=O)c1ccc(Cl)c(S(=O)(=O)N2CCCCC2)c1)NCC1CCCCC1	0	-14	-3	-0.3	0	·	0.7	-41
CCOC(=O)N1CCN(C(=O)c2cc3c(=O)n4ccccc4nc3s2)CC1	3	-4	-1	-8.1	2	2.7	-0.1	8
COc1ccc2c3c(n(C)c2c1)[C@H](CO)N(C(=O)c1cccnc1)CC31CN(C)C1	·	·	14	2.1	·	0.2	0.3	8
C[C@@H]1CN([C@H](C)CO)C(=O)c2cc(NS(=O)(=O)c3cccs3)ccc2O[C@@H](C)CCCCO[C@@H]1CN(C)Cc1ccc2c(c1)OCO2	·	·	-14	2.3	-8	-0.2	0.3	-22
CC(=O)c1ccccc1OCC(O)Cn1ccnc1 (centres undefined)	·	1	-2	1.7	-5	0.0	-0.1	-5
CSc1ccccc1NC(=O)c1cccc(S(=O)(=O)N2CCN(C)CC2)c1	2	-6	-3	0.1	0	0.7	0.0	7
CC(C)(C)c1nnc2sc(SCC(=O)c3ccc(Cl)cc3)nn2c1=O	0	-39	·	·	-3	·	·	-18
COc1ccccc1C(=O)NNC(=O)C1CC=CCC1 (centres undefined)	-1	-10	13	3.3	-1	·	0.0	0
Cc1onc(C(=O)NN)c1-c1csc(COc2ccccc2)n1	3	-2	-4	6.2	·	·	-0.1	8
CCN(CC)S(=O)(=O)c1ccc(OC)c(NC(=O)CCS(=O)(=O)Cc2ccccc2)c1	-1	-20	-5	-1.7	1	1.1	-0.1	-36
Cc1cc(NC(=O)CSc2nnc(-c3ccccc3)c(-c3ccccc3)n2)no1	-3	2	2	6.1	·	5.0	0.4	-38
CCS(=O)(=O)N1CCCCN2[C@H](C1)[C@@H](c1ccc(C#Cc3ccccn3)cc1)[C@@H]2CO	-3	-10	?	0.6	1	0.0	0.3	-2
COc1ccc(NC(=O)Nc2ccc(OCc3ccccc3)cc2)cn1	-3	-121	1	-1.1	-7	·	0.2	13
CN(C)CC#Cc1ccc([C@@H]2[C@@H](CO)N3C(=O)CN(C(=O)Cc4cccnc4)C[C@@H]23)cc1	-32	10	4	2.7	·	0.1	0.4	6
Cn1c(SCC(=O)N2CCCCCC2)nc2c(c1=O)SCC2	0	-10	6	-4.3	1	-1.4	0.2	4
O=S(=O)(c1cnccc1N1CCN(CCO)CC1)N1CCCCC1	-7	1	13	0.8	-3	-0.1	0.0	5
Cc1ccc(S(=O)(=O)N2C[C@H]3[C@H]4C(=O)N(c5ccccc5)C(=O)[C@H]4C[C@H](OC(=O)Nc4c(C)noc4C)[C@@]3(O)C2)cc1	·	-4	-12	0.9	0	0.1	-0.1	-4
O=C(O)c1ccc2oc(=O)c(S(=O)(=O)c3ccccc3)cc2c1	21	-27	5	0.8	-2	?	0.1	-5
CN1C(=O)c2cc(NC(=O)NC3CCCC3)ccc2OC[C@@H]2O[C@@H](CC(=O)NCC3CC3)CC[C@@H]21	-5	22	1	0.0	1	-0.1	0.1	-1
COc1ccc(CC(O)CC2c3c(cc4c(c3OC)OCO4)CCN2C)cc1 (centres undefined)	-1	-2	1	-0.9	0	-0.3	0.0	6
COc1ccc(N(Cc2ccccc2)N=O)cc1	4	0	4	5.3	-5	·	0.0	·

The results go on.
Compound	CASP6 VEID inh	RAD52 inh	DENV2 CPE	CFTR F508del cor	RAD54 inh	E-sel inducer	XiGFP reactiv	GSIS activator
Cc1ccc(S(=O)(=O)NCC[C@@H]2CC[C@@H](NC(=O)CC3CC3)[C@@H](CO)O2)cc1	2	4	1	-0.2	-3	-0.1	-0.2	17
C[C@@H]1CCCCO[C@H](CN(C)C(=O)Nc2ccc3c(c2)OCO3)[C@@H](C)CN([C@@H](C)CO)C(=O)c2cc(NC(=O)Cc3ccccc3)ccc2O1	·	·	7	-2.4	-13	-0.1	-0.7	-18
C[C@H](CO)N1C[C@H](C)[C@@H](CN(C)Cc2ccc(C(=O)O)cc2)OCCCC[C@H](C)Oc2ccc(N(C)C)cc2C1=O	·	·	·	-1.6	·	-0.1	0.0	9
COc1ccc(C(=O)C2CCN(C(=O)Nc3ccc(C)cc3)CC2)cc1	·	-7	-3	-2.5	-3	·	0.2	-17
CN(NC1OC(=O)c2ccccc21)c1ncc(Cl)cc1C(F)(F)F (centres undefined)	-5	-21	1	-1.3	14	0.1	0.2	-11
O=C(c1ccccc1)c1ccc2nc(-c3ccco3)c(-c3ccco3)nc2c1	11	10	2	4.2	-5	·	0.0	-39
CCn1cc(Cl)c(C(=O)NNC(=O)CCn2ccc([N+](=O)[O-])n2)n1	2	-28	18	-1.1	7	-0.1	0.1	3
COc1ccc(S(=O)(=O)N2CCOCC2)cc1NC(=O)Cc1c(F)cccc1Cl	3	-7	1	1.7	-2	0.0	-0.1	-13
O=C1c2ccccc2-c2c1c1ccccc1c(=O)n2CCO	0	-33	-3	5.6	·	5.2	0.0	12

From PubChem BioAssay

Rows were taken by chance; any-hit rate near 3.7%.
